Screening results deposited in PubChem BioAssay by several laboratories.
Vif imaging – blocks HIV Vif function. HEK293T cells, Vif self-association by quenched fluorescence, imaging, 24 h. hit rate 0.35% among 340,000. inhibition, % at 7.49 µM. AID 602346; in the data active = inhibition above about 50%, passing the limit was not always enough; note: some results filed as inactive read as strong as hits
TLR9-MyD88 inh – inhibitors of human TLR9-MyD88 binding; hit rate 0.21% among 340,000; CHO BLA complementation TLR9-MyD88, CCF4 FRET ratio; AID 504734; inhibition, % at 4.98 µM;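 active = inhibition above the mean over all tested compounds plus 3 SD, cut at about 21% in these data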;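 note: 0% = DMSO only wells and 100% = clavulanate BLA inhibitor control wells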
N-glyco inh – blocks N-linked glycosylation in D54 reporter cells; D54 ERlucT glycosylation luciferase reporter, 24 h; percent of 100 nM tunicamycin response; reporter increase, % at 12.5 µM; hit rate 0.23% among 360,000;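 active = mean luciferase reporter signal, scaled so untreated is 0 and the glycosylation-blocking control 100, at or above a set limit in every replicate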;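 note: luciferase carries N-glycosylation sites so blocking glycosylation raises the light; 0% = median of neutral control wells and 100% = median of 100 nM tunicamycin wells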
Numbers without * were called inactive; x = not tested or not shown. The list is partial. The share of hits here may be higher or lower than overall.

SMILES | Vif imaging | TLR9-MyD88 inh | N-glyco inh
C=C(C)C(=O)Nc1cccc(C2=NOC3(C2)C[C@@H](C(N)=O)N(C(=O)CCCCC)C3)c1 (stereo partly specified) | x | -5.5 | x
CCCCCCNC(=O)N[C@H](C(=O)NCCC[C@H]1CN2C(=NC[C@H]2C)N1CCC(c1ccccc1)c1ccccc1)C(C)O (stereo partly specified) | x | 0.7 | x
CCOC(=O)N1c2ccccc2C=CC1OCC (stereo unspecified) | -5.5 | x | x
Cc1nc(N[C@@H](Cc2c[nH]c3ccccc23)C(=O)O)c2oc3ccccc3c2n1 | 0.6 | x | x
O=P(O)(O)CP(=O)(O)O | 6.9 | x | x
CSc1ccc(-c2sc(Nc3ccccc3)n[n+]2-c2ccc(F)cc2)cc1 | x | 0.7 | 0.8

In the list so far, two contain nitrogen in an aromatic ring.
SMILES | Vif imaging | TLR9-MyD88 inh | N-glyco inh
Cc1nc(N[C@@H](Cc2c[nH]c3ccccc23)C(=O)O)c2oc3ccccc3c2n1 | 0.6 | x | x
CSc1ccc(-c2sc(Nc3ccccc3)n[n+]2-c2ccc(F)cc2)cc1 | x | 0.7 | 0.8

As a working copy, some entries already given:
SMILES | Vif imaging | TLR9-MyD88 inh | N-glyco inh
Cc1nc(N[C@@H](Cc2c[nH]c3ccccc23)C(=O)O)c2oc3ccccc3c2n1 | 0.6 | x | x
O=P(O)(O)CP(=O)(O)O | 6.9 | x | x
